STEP inh = STEP phosphatase inhibitors, primary screen, biochemical, fluorescence intensity, uHTS | Tyrosine-protein phosphatase non-receptor type 5 (Homo sapiens), P54829 | recombinant STEP, OMFP fluorogenic substrate | inhibition, % at 20 µM | 0.25% of 360,000 active | AID 588621, 2011;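 active means inhibition at 20 µM, scaled per plate between control wells, above about 37%, limit read from the data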;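 further: 0% = DMSO with enzyme and substrate and 100% = substrate only without enzyme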
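medium = Bis-Tris buffer pH 6.0, 2.5 mM DTT, 0.005% Tween 20 | test system = STEP (striatal-enriched tyrosine phosphatase) enzyme, cell-free | measure = normalized % inhibition | compound dosing = 20 µM, 1% DMSO | also added = 25 µM OMFP | schedule = reaction 20 min, ambient temperature | measured by = fluorescence read at 480 nm ex / 540 nm em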
CSN deneddyl inh = inhibitors of CSN-mediated cullin deneddylation, primary screen, biochemical, fluorescence polarization, uHTS. Purified CSN, SCF-Nedd8-OG deneddylation. inhibition, % at 12.5 µM. COP9 signalosome complex subunit 5 (Homo sapiens), Q92905. 0.38% of 360,000 active;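 active means pattern-corrected inhibition above about 35%, with an unprinted fluorescence ratio check between 0.5 and 1.5, limit read from the data, passing the limit was not always enough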;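 further: 0% = enzyme with substrate and 100% = substrate without enzyme; some results filed as inactive read as strong as hits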
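Material: purified human Csn5 enzyme expressed in HEK293T cells / Medium: Tris buffer pH 7.5, NaCl, DTT, Tween-20, trehalose, ovalbumin / Compound dosing: 12.5 µM single point / Schedule: 90 min incubation of compound, enzyme and substrate at room temperature / Signal: fluorescence polarization of the substrate / Control set: no-enzyme wells high, enzyme-with-substrate wells low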
NadD inh = inhibitors of S. aureus NadD, primary screen, biochemical, colorimetric, uHTS; inhibition, % at 20 µM; AID 602399, 2012; Nicotinate-nucleotide adenylyltransferase NadD (Staphylococcus aureus N315); purified NadD enzyme, colorimetric absorbance read-out; 0.78% of 360,000 active; in the data active means inhibition above about 26%; further: some compounds past the cut are filed as inactive
SUMO1-SIM PPI = modulators of SUMO1 protein-protein interactions, primary screen, biochemical, uHTS; Small ubiquitin-related modifier 1 (Homo sapiens), P63165; SUMO1 binding to a labelled peptide, TR-FRET, 1 h; inhibition, % at 20 µM; 0.33% of 360,000 active; in the data active means inhibition above about 37%
Rpn11 block = Rpn11 (PSMD14) deubiquitinase inhibitors, primary screen, biochemical, fluorescence polarization, uHTS; 26S proteasome non-ATPase regulatory subunit 14 (Homo sapiens), O00487; human 26S proteasome, Ub4-pepOG fluorescence polarization; 20S core pre-blocked with epoxomicin; calls only at 20 µM; 0.59% of 360,000 active;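 active means inhibition at 20 µM, scaled to each plate's controls, above about 33%, limit read from the data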
DNMT1 inh = human DNMT1 methyltransferase inhibitors, primary screen, biochemical, molecular beacon, fluorescence, HinP1I cleavage, uHTS; DNA (cytosine-5)-methyltransferase 1 (Homo sapiens), P26358; inhibition (reported as % activation of signal), % at 10 µM; 0.83% of 360,000 active; AID 588458, 2011; in the data active means inhibition above about 50%
Scp-1 inhibitor = Scp-1 phosphatase inhibitors, primary screen, biochemical, colorimetric, uHTS; Carboxy-terminal domain RNA polymerase II polypeptide A small phosphatase 1 (Homo …; Recombinant Scp1, phosphopeptide, malachite green phosphate absorbance; inhibition, % at 20 µM; 0.88% of 340,000 active;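 active means inhibition above about 50% at 20 µM, limit read from the data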;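 further: plate controls were DMSO wells with enzyme for no effect and wells lacking enzyme for full effect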
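Material: truncated SCP-1 phosphatase (76-261aa) / Buffer or medium: 50 mM Tris acetate pH 5.5, 0.005% Tween-20, 10 mM MgCl2 / Compound dosing: one concentration, 20 µM, with 1.0% DMSO / Incubation: 45 min room-temperature reaction, 5 min colour, 30 min stabiliser / Detection: colorimetric free-phosphate detection, absorbance 630 nm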
Rin1 Abl inh = inhibitors of Rin1-Abl protein binding, primary screen, biochemical, TR-FRET; AID 588664, 2011; inhibition, % at 7.35 µM; Tyrosine-protein kinase ABL1 (Homo sapiens) + Ras and Rab interactor 1 (Homo sapiens), …; 0.4% of 360,000 active; in the data active means inhibition above about 5%, passing the limit was not always enough
Target sequence (P00519 whole entry, looked up): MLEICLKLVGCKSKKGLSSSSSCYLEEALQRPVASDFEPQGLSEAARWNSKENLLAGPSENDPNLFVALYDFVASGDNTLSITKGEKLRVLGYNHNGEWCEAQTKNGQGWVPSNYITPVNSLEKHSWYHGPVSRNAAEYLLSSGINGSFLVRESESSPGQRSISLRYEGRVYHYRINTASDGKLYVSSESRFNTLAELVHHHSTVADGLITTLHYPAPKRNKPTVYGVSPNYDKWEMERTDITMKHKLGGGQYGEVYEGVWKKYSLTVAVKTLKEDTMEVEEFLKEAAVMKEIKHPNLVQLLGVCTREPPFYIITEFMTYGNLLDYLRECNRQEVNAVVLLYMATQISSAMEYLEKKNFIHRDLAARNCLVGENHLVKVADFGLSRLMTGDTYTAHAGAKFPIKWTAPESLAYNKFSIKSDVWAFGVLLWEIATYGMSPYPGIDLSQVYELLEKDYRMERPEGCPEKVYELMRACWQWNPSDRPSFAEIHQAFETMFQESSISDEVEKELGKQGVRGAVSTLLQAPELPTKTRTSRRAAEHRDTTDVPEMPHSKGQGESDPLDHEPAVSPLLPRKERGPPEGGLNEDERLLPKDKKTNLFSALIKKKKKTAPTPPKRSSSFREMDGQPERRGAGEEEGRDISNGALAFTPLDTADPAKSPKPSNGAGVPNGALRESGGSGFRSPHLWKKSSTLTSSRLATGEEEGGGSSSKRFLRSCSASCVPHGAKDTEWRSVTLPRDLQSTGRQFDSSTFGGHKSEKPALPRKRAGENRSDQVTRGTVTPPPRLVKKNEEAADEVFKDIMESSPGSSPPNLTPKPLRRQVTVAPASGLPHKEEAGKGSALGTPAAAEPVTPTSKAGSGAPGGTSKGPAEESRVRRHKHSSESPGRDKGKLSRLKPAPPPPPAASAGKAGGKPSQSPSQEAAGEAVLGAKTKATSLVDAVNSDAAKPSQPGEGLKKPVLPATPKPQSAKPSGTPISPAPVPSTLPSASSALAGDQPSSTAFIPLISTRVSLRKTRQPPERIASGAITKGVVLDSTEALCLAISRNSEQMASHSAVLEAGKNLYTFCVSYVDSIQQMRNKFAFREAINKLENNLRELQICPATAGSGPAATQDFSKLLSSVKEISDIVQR
Target sequence (Q13671 whole entry, looked up): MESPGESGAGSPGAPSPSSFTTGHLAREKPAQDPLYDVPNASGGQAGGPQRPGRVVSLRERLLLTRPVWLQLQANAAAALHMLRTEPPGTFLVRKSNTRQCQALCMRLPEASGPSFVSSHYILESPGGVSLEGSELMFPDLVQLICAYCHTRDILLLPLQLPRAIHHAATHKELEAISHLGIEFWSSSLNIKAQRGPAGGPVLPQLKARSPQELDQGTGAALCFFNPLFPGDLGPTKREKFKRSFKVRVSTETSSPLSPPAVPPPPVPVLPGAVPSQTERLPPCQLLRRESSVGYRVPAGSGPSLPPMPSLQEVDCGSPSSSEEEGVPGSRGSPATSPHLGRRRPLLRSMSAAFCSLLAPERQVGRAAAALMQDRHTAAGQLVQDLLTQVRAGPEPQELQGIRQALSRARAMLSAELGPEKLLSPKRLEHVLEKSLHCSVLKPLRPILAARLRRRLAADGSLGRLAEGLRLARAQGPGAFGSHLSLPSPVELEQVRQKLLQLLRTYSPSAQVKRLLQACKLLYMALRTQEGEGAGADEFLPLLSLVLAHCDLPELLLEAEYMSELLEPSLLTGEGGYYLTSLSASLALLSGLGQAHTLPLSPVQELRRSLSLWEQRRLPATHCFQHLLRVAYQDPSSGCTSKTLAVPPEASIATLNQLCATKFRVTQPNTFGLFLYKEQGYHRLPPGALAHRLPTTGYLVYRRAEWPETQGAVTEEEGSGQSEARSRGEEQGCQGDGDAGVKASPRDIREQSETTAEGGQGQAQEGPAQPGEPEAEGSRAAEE
LMPTP inh = LMPTP phosphatase inhibitors, primary screen, biochemical, fluorescence intensity, uHTS; Low molecular weight phosphotyrosine protein phosphatase (Homo sapiens), P24666; 0.22% of 360,000 active; recombinant LMPTP-A, OMFP fluorogenic substrate; inhibition, % at 20 µM;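 active means compounds that cut the enzyme signal by at least half of the control window in the single-dose screen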;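 further: plate controls were DMSO wells with enzyme plus substrate for no effect and substrate without enzyme for full effect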
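Test system – LMPTP-A enzyme · Amount – LMPTP-A at 0.625 nM final in the reaction · Buffer or medium – Bis-Tris pH 6.0, DTT, detergent · Reagent – OMFP 400 µM · Doses – single 20 µM dose · Schedule – reaction 50 min, room temperature, dark · Detection – fluorescence intensity of OMFP turnover product · Evaluation – percent inhibition versus substrate-only and uninhibited controls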
Neddylation inh = inhibitors of cullin neddylation, primary screen, biochemical, TR-FRET, uHTS, NAE and Ubc12 | NEDD8-conjugating enzyme Ubc12 (Homo sapiens) + NEDD8-activating enzyme E1 regulatory … | calls only at 25 µM | 0.58% of 360,000 active | AID 651699, 2012; in the data active means inhibition above about 36%
The depositor's hits bear a star; i = inactive; / = not tested or not shown.

Start of the data: the first 3 entries as a preview:
SMILES	STEP inh	CSN deneddyl inh	NadD inh	SUMO1-SIM PPI	Rpn11 block	DNMT1 inh	Scp-1 inhibitor	Rin1 Abl inh	LMPTP inh	Neddylation inh
COCCCNCC(=O)Nc1ccc(OC(F)(F)F)cc1	0	-3	2	1	i	2	-3	1	-0.7	i
CC1CCN(S(=O)(=O)CCNC(=O)c2ccccc2)CC1	-1	-6	-5	2	i	1	-1	5	-1.1	i
CC(C)CN1C(=O)c2ccc(C(=O)Nc3nccs3)cc2C1=O	-2	-2	1	-21	i	-2	6	1	2.2	i

The listing, previewed entries included:
SMILES	STEP inh	CSN deneddyl inh	NadD inh	SUMO1-SIM PPI	Rpn11 block	DNMT1 inh	Scp-1 inhibitor	Rin1 Abl inh	LMPTP inh	Neddylation inh
COCCCNCC(=O)Nc1ccc(OC(F)(F)F)cc1	0	-3	2	1	i	2	-3	1	-0.7	i
CC1CCN(S(=O)(=O)CCNC(=O)c2ccccc2)CC1	-1	-6	-5	2	i	1	-1	5	-1.1	i
CC(C)CN1C(=O)c2ccc(C(=O)Nc3nccs3)cc2C1=O	-2	-2	1	-21	i	-2	6	1	2.2	i
CN(C)CCCOC(=O)COc1ccc(Br)cc1	2	1	-4	3	i	-1	-5	1	-1.6	i
CCC(=O)Nc1ccc(/C(C)=N\NC(=O)c2ccc(C)s2)cc1	-4	-5	-1	-4	i	0	-9	-1	0.7	i
CC(=O)Nc1ccc(/C=N/NC(=O)c2cccs2)cc1	0	-1	-6	-15	i	-3	-1	-2	0.6	i
COc1ccc(OC)c2sc(N3CCN(C(=O)c4ccc([N+](=O)[O-])s4)CC3)nc12	2	1	11	-31	i	14	-1	-1	2.3	i
O=C(Nc1nc(-c2cccc([N+](=O)[O-])c2)cs1)c1cccc([N+](=O)[O-])c1C(=O)O	2	-9	-9	-13	i	0	-6	3	-0.2	i
COc1ccc(C(NC=O)c2cc(OC)c(OC)cc2Br)cc1OC (configuration not stated)	-3	12	1	0	i	1	-9	-3	-1.5	i
CCOc1ccc(Cl)cc1-c1cc(C(=O)NCc2ccccc2OC)[nH]n1	-2	-1	4	3	i	-13	/	-6	4.7	i
Cc1ccccc1C(=O)N1CCC(C(=O)NC(C)c2ccc(-n3ccnc3)cc2)CC1 (configuration not stated)	2	4	-3	-1	i	1	-5	0	-0.5	i
FC(F)(F)c1cc(-c2ccccc2)nc2nc(N3CCOCC3)sc12	0	3	-15	7	i	3	-24	-5	2.2	i
COc1cc(C(=O)OCC(=O)Nc2ccc(S(=O)(=O)NC3=NCCCCC3)cc2)cc(OC)c1OC	-1	-1	3	-7	i	1	0	6	-0.4	i
O=C(CCS(=O)(=O)c1ccc(F)cc1)Nc1ccc(N2CCN(Cc3ccccc3)CC2)cc1	-1	4	-1	4	i	2	-6	3	1.1	i
C=CCn1c(SCc2ccccc2)nc(O)cc1=O	0	-2	2	4	i	1	-6	2	-0.6	i

Next part, overlapping the part above by 4 compounds.
SMILES	STEP inh	CSN deneddyl inh	NadD inh	SUMO1-SIM PPI	Rpn11 block	DNMT1 inh	Scp-1 inhibitor	Rin1 Abl inh	LMPTP inh	Neddylation inh
FC(F)(F)c1cc(-c2ccccc2)nc2nc(N3CCOCC3)sc12	0	3	-15	7	i	3	-24	-5	2.2	i
COc1cc(C(=O)OCC(=O)Nc2ccc(S(=O)(=O)NC3=NCCCCC3)cc2)cc(OC)c1OC	-1	-1	3	-7	i	1	0	6	-0.4	i
O=C(CCS(=O)(=O)c1ccc(F)cc1)Nc1ccc(N2CCN(Cc3ccccc3)CC2)cc1	-1	4	-1	4	i	2	-6	3	1.1	i
C=CCn1c(SCc2ccccc2)nc(O)cc1=O	0	-2	2	4	i	1	-6	2	-0.6	i
O=C1CC(C(=O)O)S/C(=N\NC(=O)c2ccccc2)N1 (configuration not stated)	0	-1	2	-1	i	5	-6	1	-0.9	i
COc1cccc(NC(=O)c2ccc(-c3ccccc3[N+](=O)[O-])o2)c1	3	-1	4	-23	i	-9	-2	-3	0.4	i
COc1ccc(/C=N/NC(=O)Cn2cnc3ccccc3c2=O)cc1OC	-2	-1	-3	-8	i	3	-9	-1	-1.4	i
CCN(CC)S(=O)(=O)c1ccc(N2CCOCC2)c(NC(=O)c2cccc3c(=O)c(C)c(-c4ccccc4)oc23)c1	10	0	13	-52	i	-4	3	-1	1.0	i
NNC(=O)c1nc[nH]c1C(=O)Nc1ccccn1	3	-1	7	25	i	-1	-8	3	-1.3	i
Cc1ccc(NC(=O)C2=CC(c3ccc(C)cc3)=NS(=O)(=O)N2C)cc1	-1	-7	-7	1	i	-8	-12	0	1.8	i
CCc1cccc(OCCCCNCCOC)c1	-2	-2	-4	1	i	0	-8	4	1.5	i
COC(=O)Oc1nsnc1N1CCOCC1	34	-3	2	2	i	2	70*	-1	1.0	i
Cn1c(=O)c2c(ncn2CC(=O)Nc2nc3ccc(F)cc3s2)n(C)c1=O	-1	-3	-3	6	i	-1	-10	-1	-1.9	i
S=c1[nH]nc(-c2cc(-c3ccccc3)n[nH]2)n1/N=C/c1c2ccccc2cc2ccccc12	2	2	49*	38	i	41	-9	-1	8.5	i
COc1ccc(C(=O)NC2CCCc3c2cnn3-c2ccc(C)c(C)c2)c(OC)c1OC (configuration not stated)	0	1	2	-3	i	-1	0	-1	0.8	i
COc1ccc(CCNS(=O)(=O)c2cccc(F)c2)cc1OC	-1	-6	-4	0	i	5	6	0	-1.4	i
Cn1c(=O)c(-c2cc(=O)[nH][nH]2)c(O)c2ccccc21	1	-3	2	5	i	0	-4	4	1.1	i
CCCCOc1cc(NCc2ccccc2)c2ncn(C(C)C)c2c1	-1	-3	-1	0	i	-24	14	2	5.4	i
O=S(=O)(c1cccc2ccccc12)N1CCSC1	-2	0	-6	-3	i	1	-2	1	0.0	i

Whole records as entered above. Screens in order: STEP inh	CSN deneddyl inh	NadD inh	SUMO1-SIM PPI	Rpn11 block	DNMT1 inh	Scp-1 inhibitor	Rin1 Abl inh	LMPTP inh	Neddylation inh
NNC(=O)c1nc[nH]c1C(=O)Nc1ccccn1 across the screens: 3	-1	7	25	i	-1	-8	3	-1.3	i
CCN(CC)S(=O)(=O)c1ccc(N2CCOCC2)c(NC(=O)c2cccc3c(=O)c(C)c(-c4ccccc4)oc23)c1 across the screens: 10	0	13	-52	i	-4	3	-1	1.0	i
O=S(=O)(c1cccc2ccccc12)N1CCSC1 across the screens: -2	0	-6	-3	i	1	-2	1	0.0	i

Additional records
SMILES	STEP inh	CSN deneddyl inh	NadD inh	SUMO1-SIM PPI	Rpn11 block	DNMT1 inh	Scp-1 inhibitor	Rin1 Abl inh	LMPTP inh	Neddylation inh
Cc1ccc(C)c(NC(=O)CSc2nnc([C@@H](N)Cc3ccccc3)o2)c1	0	3	2	3	i	-5	-8	-2	-0.6	i
O=C(Nc1ccc(C2CC2(Cl)Cl)cc1)c1cccc([N+](=O)[O-])c1 (configuration not stated)	-2	-1	-6	-20	i	2	-1	2	2.2	i
CSc1nc(NCCN(C)C)c2sc3nc(-c4ccco4)c4c(c3c2n1)CCC4	1	13	-4	9	i	-12	-4	-6	-6.7	i
CC(=O)c1cccc(S(=O)(=O)Nc2cccc(S(=O)(=O)NC3=NCCC3)c2)c1	-1	4	0	-1	i	2	-3	-4	-1.3	i
O=C(CN1C(=O)COc2ccccc21)N(Cc1ccc2c(c1)OCO2)CC1CCCO1 (configuration not stated)	-3	-5	-3	-2	i	-1	-4	5	-0.8	i
CC1(C)Cc2nc3sc4c(SCC(=O)NC(c5ccccc5)c5ccccc5)ncnc4c3cc2CO1	3	4	18	9	i	50*	-3	-104	-0.9	i
Cc1ccc(-c2nc(SCC(=O)c3c(N)n(C)c(=O)n(C)c3=O)n[nH]2)cc1	-1	4	1	24	i	18	-1	1	1.9	i
O=C(CC1C(=O)NCCN1C(=O)Nc1ccc(F)cc1)Nc1ccc(F)cc1 (configuration not stated)	5	-1	1	3	i	0	3	-1	-0.9	i
CC(=O)N1CCC(N(C(=O)Nc2ccc(Cl)cc2)C(C)C)CC1	1	0	5	1	i	-1	-3	5	-1.6	i
C/C=C(\C)C(=O)NCCN1C2=NC[C@H](Cc3ccccc3)N2C[C@@H]1Cc1ccc(OC)cc1	0	2	-1	-28	i	1	0	-2	0.5	i
NC(=O)Nc1ccccc1C(=O)N1CCC(O)(c2ccc(Cl)cc2)CC1	-2	-2	1	0	i	0	-14	0	-2.4	i
O=C(Cc1ccccc1)NCCCN1CCN(CCCNC(=O)Cc2ccccc2)CC1	-2	-3	8	-18	i	-3	-10	1	-6.6	i
CCCCN(C(=O)CCC(=O)Nc1cc(C)on1)C(C(=O)NC1CCCC1)c1cccc(OC)c1 (configuration not stated)	-1	5	-3	-3	i	-3	-1	1	0.5	i
CC1CCCCC12NC(=O)N(CC(=O)NC(=O)NCc1ccco1)C2=O (configuration not stated)	1	2	-1	1	i	-2	10	0	-1.3	i
Cc1[nH]c2ccccc2c1C(=O)COc1ccccc1	-4	-2	-2	2	i	0	1	0	-0.1	i
CCOc1ccc(OCC(=O)Nc2cc(Cl)ccc2-n2cncn2)cc1	1	5	-2	-6	i	-2	/	2	1.7	i
O=C(Nc1ccc(Cl)c(S(=O)(=O)N2CCOCC2)c1)c1cc(-c2ccccn2)nc2ccccc12	-1	-9	4	0	i	-1	-4	2	0.6	i
